Screening results: PubChem BioAssay, several laboratories
S1P1 ag-PAM: S1P1 (human) agonism or agonism potentiation; activation, % at 9.5 µM; S1P1 CRE-bla cells, forskolin, beta-lactamase FRET, potentiator mode; S1P1 agonist co-added at EC20, 2 nM; 100% = saturating reference agonist, 0% = basal; P21453; 56,000 compounds, 0.57% hits;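 active = activation above a cutoff set at the mean activation of all tested compounds plus 3 SD, cut at about 54% in these data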;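 note: forskolin at 4 µM as EC80 and the EC20 agonist is SEW2871; 100% = SEW2871 at its EC100 plus forskolin at EC80; some compounds past the cut are filed as inactive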
Target sequence (P21453 whole entry, looked up): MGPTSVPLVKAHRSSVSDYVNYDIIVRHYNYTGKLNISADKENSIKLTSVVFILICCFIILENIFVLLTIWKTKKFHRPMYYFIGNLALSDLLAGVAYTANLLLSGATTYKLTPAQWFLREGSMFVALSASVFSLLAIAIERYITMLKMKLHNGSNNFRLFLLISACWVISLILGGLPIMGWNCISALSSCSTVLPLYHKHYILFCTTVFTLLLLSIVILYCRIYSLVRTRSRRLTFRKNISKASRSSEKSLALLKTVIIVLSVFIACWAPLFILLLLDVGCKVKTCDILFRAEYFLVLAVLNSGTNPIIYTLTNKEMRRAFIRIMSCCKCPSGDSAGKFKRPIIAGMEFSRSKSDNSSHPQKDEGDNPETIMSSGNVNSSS
HTR1E antagonist: 5-HT1E (human) receptor antagonism; P28566; CHO 5-HT1E Ga15 NFAT-bla reporter, FRET, antagonist; inhibition, % at 6 µM; 65,000 compounds, 0.99% hits;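 active = inhibition above a set limit, the mean inhibition across every tested compound plus 3 SD, cut at about 29% in these data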;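 note: signal is the 460 over 535 nm emission ratio of beta-lactamase substrate; 0% = agonist plus DMSO wells and 100% = wells without agonist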
HTR1E agonist: 5-HT1E (human) receptor agonism; P28566; CHO 5-HT1E Ga15 NFAT-bla reporter, FRET; 0% DMSO wells, 100% control agonist wells; activation, % at 6 µM; 65,000 compounds, 0.69% hits; AID 574;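 active = activation above a set limit, the screen-wide mean activation plus 3 SD, cut at about 8.5% in these data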;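 note: 100% = positive control agonist at 1 µM giving full maximal response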
Jurkat viability: cytotoxic compounds reducing Jurkat cell viability; inhibition, % at 4 µM; Jurkat E6.1 viability, ATP luminescence, 48 h; 56,000 compounds, 1.2% hits; AID 463;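 active = inhibition above the mean inhibition of all tested compounds plus 3 SD, cut at about 28% in these data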
5HT1a antag: 5-HT1a (human) receptor antagonism; P08908; CHO 5-HT1a Ga15 NFAT-bla reporter, antagonist mode; inhibition, % at 10 µM; 62,000 compounds, 0.68% hits; AID 612;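 active = inhibition above the mean of all tested compounds plus 3 SD, cut at about 43% in these data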;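 note: receptor stimulated by 5-CT agonist at 100 nM near EC80; beta-lactamase reporter measured by ratiometric fluorescence of a cleavable substrate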
HEK293 NFkB inh: inhibitors of the PMA/ionomycin-induced NF-kB reporter in HEK293 cells | 62,000 compounds, 0.21% hits | inhibition, % at 3 µM | HEK-293 NF-kB luciferase reporter, luminescence;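 active = inhibition above the mean of all tested compounds plus 3 SD, cut at about 40% in these data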;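 note: 0% = stimulated DMSO wells and 100% = 10 µM reference inhibitor 5653914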
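Timing: 1 h pretreatment, 16 h stimulation, 37 °C; system: HEK-293 cells with stable firefly luciferase reporter driven by four HIV NF-kB elements; doses: 3 µM once, 0.30% DMSO; measured by: luciferase luminescence; control set: DMSO and 10 µM reference inhibitor; repeats: single test; reagent: PMA plus ionomycin mix as NF-kB-activating stimulus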
D1 mod: D1 dopamine receptor (human) allosteric modulation | P21728 | HEK293 D1, CRE-luciferase, dopamine EC30 potentiation; actives deviate in either direction | B-score at 10 µM | 58,000 compounds, 5.9% hits | AID 641;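 active = luminescence count or its row- and column-corrected plate score outside the 99.7% band of the plate's sample wells, on either side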
S1P3 agonist: agonists of human S1P3 receptor. Q99500. S1P3 NFAT-BLA reporter cells, agonism, FRET ratio; relative to 1 µM S1P, basal subtracted. activation, % at 4.5 µM. 60,000 compounds, 0.1% hits. AID 373;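 active = activation above the screen-wide mean plus 3 SD, cut at about 4.5% in these data, passing the limit was not always enough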; note: some compounds called inactive have numbers as strong as hits
Target sequence (Q99500 whole entry, looked up): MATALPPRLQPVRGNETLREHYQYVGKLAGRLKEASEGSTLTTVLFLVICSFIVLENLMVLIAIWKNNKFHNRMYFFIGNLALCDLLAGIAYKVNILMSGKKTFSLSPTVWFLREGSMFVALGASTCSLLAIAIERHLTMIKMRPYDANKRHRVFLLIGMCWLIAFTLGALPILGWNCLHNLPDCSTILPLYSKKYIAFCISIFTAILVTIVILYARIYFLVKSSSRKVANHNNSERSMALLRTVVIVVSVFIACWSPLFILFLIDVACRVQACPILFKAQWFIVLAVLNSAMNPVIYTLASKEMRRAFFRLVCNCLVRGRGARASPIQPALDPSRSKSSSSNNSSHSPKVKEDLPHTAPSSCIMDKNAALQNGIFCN
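Assay system: stable CHO line with human S1P3, Gα16, NFAT-BLA reporter; Detection: FRET β-lactamase substrate fluorescence, excitation 405 nm, 460/535 nm emission ratio, background-subtracted; Read-out: percent activation versus median 1 µM S1P response, basal-subtracted, per plate; Incubation: cells plated overnight, compound 4 h 37 °C, substrate 2 h RT.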
HTR1A agonist: agonists of human 5-HT1a serotonin receptor. P08908. CHO 5-HT1a Ga15 NFAT-bla reporter, FRET ratio; 0% basal, 100% maximal reference agonist. activation, % at 10 µM. 65,000 compounds, 0.56% hits. AID 567;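 active = activation above the screen-wide mean activation plus 3 SD, cut at about 19% in these data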;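 note: 0% = DMSO wells and 100% = 5-CT at EC100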
The depositor's hits bear a star; x = not tested or not shown.

SMILES | S1P1 ag-PAM | HTR1E antagonist | HTR1E agonist | Jurkat viability | 5HT1a antag | HEK293 NFkB inh | D1 mod | S1P3 agonist | HTR1A agonist
Cc1c2c(nc3c(C)cccc13)OC(C)C2 (stereo not drawn) | x | 8 | -0.9 | x | 5 | 10 | -0.072 | x | 2.0
CCOC(=O)c1ccc(NC2c3ncccc3C(=O)N2Cc2ccc(F)cc2)cc1 (stereo not drawn) | -22 | -11 | 0.2 | 2 | -7 | 10 | 0.92 | -0.7 | -1.6
N=C1C(c2nc3ccccc3s2)=C(O)CN1Cc1ccco1 | 5 | 10 | -0.3 | 1 | 1 | -23 | -0.6 | -0.9 | -0.8
Cc1cc(=O)cc(C)n1-c1ccccc1N1CCOCC1 | -2 | -6 | 1.1 | -6 | -8 | -3 | -0.17 | -0.1 | 2.1
COC(=O)NCC(c1cccnc1)N1CCN(c2ccccc2)CC1 (stereo not drawn) | 1 | 5 | -0.4 | 6 | -2 | 6 | x | -0.3 | -3.7
Cc1ccc2c(c1)N(CCCC(=O)NCCC1=CCCCC1)C(=O)CO2 | 2 | 1 | 1.2 | 2 | -6 | 5 | 0.65 | -1.1 | -0.9
CC(SCc1ccccc1)C(=O)NC1CCCC1 (stereo not drawn) | -10 | 3 | 0.2 | -3 | 4 | 17 | 0.14 | -0.8 | -1.6
CCOC(=O)N1CCN(C(=O)CCC(=O)N2CCOc3ccc(C)cc32)CC1 | -25 | 4 | -0.3 | -1 | 5 | -3 | 1.5 | -1.1 | -1.8
COc1ccc(CCNC(=O)Cn2nnc(-c3ccc(N4CCOCC4)cc3)n2)cc1OC | -11 | -4 | -1.1 | -2 | -3 | 13 | 0.99 | -0.1 | -0.3
CCC(C)(NC(=O)CNC(C)=O)C(=O)NC1CCCCC1 (stereo not drawn) | x | 2 | 0.0 | x | -2 | 15 | -1.8 | x | -0.1
Cc1ccc(-n2c(Cc3cccn3C)nnc2SCC(=O)Nc2ccc3c(c2)OCO3)cc1 | -14 | 9 | 0.8 | 9 | -10 | 18 | -0.75 | 5.0 | -1.2
COc1ccccc1N1CCN(C(=O)CCCCn2c(=O)[nH]c3ccsc3c2=O)CC1 | -7 | -10 | 1.0 | -4 | 1 | 3 | 0.17 | -0.1 | -0.6
O=C(Nc1ccc2nc(-c3cccs3)[nH]c2c1)c1ccco1 | -60 | -2 | 0.4 | 4 | 8 | 10 | -0.44 | -0.1 | 2.9
N#CC1=C2SCN(Cc3ccccc3)CN2C(=O)CC1c1ccc2c(c1)OCO2 (stereo not drawn) | -29 | -6 | 0.1 | 2 | 0 | 8 | -0.69 | -0.2 | -3.1
CCCC(=O)N(c1ccc(OC)cc1)C1C=CS(=O)(=O)C1 (stereo not drawn) | -2 | -1 | -0.9 | -6 | -1 | 3 | -0.1 | -0.5 | -3.0
CN(C)CCCN1C(=O)C(=O)/C(=C(/O)c2ccc3c(c2)OCO3)C1c1ccco1 (stereo not drawn) | x | -4 | -0.3 | -1 | 5 | 10 | 0.54 | -0.7 | 1.9
CCN(CCO)Cc1cc(=O)oc2c(C)c(C)ccc12 | -12 | -4 | -0.8 | 3 | 3 | 8 | 1.5 | -1.2 | -0.7
Cc1occc1-c1nnc(SCC(=O)c2ccc(Cl)cc2)n1CC1CCCO1 (stereo not drawn) | 0 | -10 | -0.4 | -8 | 9 | 4 | -0.42 | 1.2 | 0.6
COC(=O)COc1ccc(S(=O)(=O)Nc2ccc3c(c2)OCCO3)cc1Cl | -9 | 4 | -0.8 | 6 | 8 | 1 | -1.2 | -1.9 | 0.6
Cn1c(=O)c2c(nc(CN3CCCCC3)n2CCCc2ccccc2)n(C)c1=O | x | 1 | -0.6 | x | 13 | 10 | -0.73 | x | -0.8
CCN(CC)S(=O)(=O)c1ccc(NC(=O)C(OC)c2ccccc2)cc1 (stereo not drawn) | x | -4 | 0.0 | 5 | 0 | 13 | -1.3 | -1.0 | 0.8
N#Cc1ccc(COC(=O)c2ccc3c(=O)[nH]c(CN4CCOCC4)nc3c2)cc1 | -8 | -2 | 0.6 | 6 | 6 | 24 | 0.92 | -1.6 | 0.3
O=C(Nc1ccc2c(c1)oc1ccccc12)C1CC1 | 18 | -6 | 0.1 | 4 | 19 | -50 | -0.0061 | -0.5 | -4.6
COc1ccc(NC(=O)N2CCN(c3nc(-c4cccc(OC)c4)cs3)CC2)cc1 | 18 | -3 | 0.6 | 3 | -4 | 20 | -0.68 | -0.3 | 0.9
O=C(NC1CCCCC1)C(c1ccncc1)N(CC1CCCO1)C(=O)C(F)(F)F (stereo not drawn) | 7 | -6 | 0.6 | 2 | 5 | 8 | -0.55 | 0.0 | -2.7
O=C(C1CCC(CNc2c(N3CCOCC3)c(=O)c2=O)CC1)N1CCN(c2ccccc2)CC1 (stereo not drawn) | -9 | 15 | -2.2 | -2 | 2 | 5 | -0.85 | -0.5 | -0.4
COc1ccc(C(=O)CSc2nnc(-c3ccc(C)cc3)o2)cc1 | 6 | 6 | 0.2 | -3 | 3 | 25 | 0.059 | -0.9 | -1.9
CCOC(=O)C1CCN(c2cc(=O)n(-c3ccccc3Cl)c(=O)[nH]2)CC1 | 4 | -2 | -0.7 | -6 | 5 | 18 | -2.4 | -0.9 | -1.6
COc1ccccc1N(C)S(=O)(=O)c1ccc(C(=O)OCC(=O)NCc2ccco2)cc1 | -4 | -5 | -0.5 | -1 | 10 | 10 | x | 0.0 | -3.2
CCOC(=O)c1c(NC(N)=O)sc(C)c1C | 4 | 7 | 0.8 | -3 | -12 | 19 | 6.7* | -0.9 | 0.4
O=C(NCc1ccccc1)c1c[nH]c2ccc(S(=O)(=O)Nc3ccc4c(c3)OCCO4)cc2c1=O | 51 | -2 | -0.2 | 7 | 4 | 1 | 0.65 | -0.8 | -1.2
Cc1cc(Nc2nc3ccccc3[nH]c2=O)n(-c2ccccc2)n1 | -29 | -2 | 1.5 | 25 | 15 | 28 | 0.67 | -0.7 | 4.0
CC(=O)Oc1ccc(C(=O)Nc2nccs2)cc1 | -10 | 3 | -2.3 | 0 | 8 | 12 | x | -0.8 | 1.4
COc1cc(NC(=O)c2ccc(Br)o2)c(C(=O)O)cc1OC | x | 3 | -0.1 | -1 | -16 | 9 | -0.68 | -0.5 | 0.3
Cc1ccc(Nc2nc(C(=O)N3CCC(C(=O)NCCN4CCOCC4)CC3)cs2)cc1 | -13 | 6 | -0.5 | 5 | 3 | 10 | 0.03 | -0.6 | -2.0
Cc1cc2c(ccc3c2no[n+]3[O-])nn1 | -1 | 0 | 0.8 | -1 | 6 | 35 | 0.64 | -1.5 | -1.0
C=CCn1c(SCC(=O)Nc2ccccc2C)nnc1-c1ccncc1 | 14 | 2 | -0.8 | -4 | 9 | 8 | 0.52 | -0.8 | -2.6
CCn1c(SCC(=O)N2CCOCC2)nc2sc3c(c2c1=O)CCCC3 | -24 | 8 | 0.5 | x | x | x | x | -0.5 | 0.7
CCOC(=O)CC(Nc1nc(N2CCOCC2)nc(N2CCOCC2)n1)c1ccccc1Cl (stereo not drawn) | -5 | 0 | 0.1 | 4 | 10 | 24 | 1.4 | -0.7 | -0.6
O=C1c2ccccc2C(=O)N1CCCP(=O)(O)CCc1ccccc1 | -11 | -4 | 0.1 | -10 | -6 | 2 | -1.5 | -0.1 | -2.4
CCOC(=O)COc1ccc(S(=O)(=O)NCc2cccnc2)cc1 | -3 | 1 | -0.6 | 2 | 7 | 12 | -0.87 | -0.5 | -6.8
C=CCSc1nnc2n(-c3ccccc3OC)c(=O)c3c4c(sc3n12)CCC4 | -11 | 5 | -0.5 | x | x | x | 5.7* | -2.0 | 1.2
CCOC(=O)C1C2C=CC3(CN(CCc4ccccc4)C(=O)C13)O2 (stereo not drawn) | -9 | -1 | -0.7 | 3 | 4 | -2 | -0.21 | -0.3 | -2.7
CCOC(=O)C1CCN(C(=O)CSc2n[nH]c(=O)[nH]c2=O)CC1 | 7 | -3 | -0.2 | -8 | -11 | 15 | 0.013 | 0.1 | -1.4
CCCC(=O)Nc1ccc2c(c1)nc(CN1CCCCC1)n2C | -15 | 1 | 1.1 | -5 | -4 | -5 | -1.7 | 0.7 | -2.3
O=C(CN1CCN(S(=O)(=O)c2ccc(Br)cc2)CC1)Nc1ccccc1F | x | 6 | -0.5 | x | 19 | 21 | -0.02 | x | -2.4
CC(=O)C1C(c2ccc(O)cc2)NC(=O)NC1(O)C(F)(F)F (stereo not drawn) | 3 | -6 | 0.1 | -5 | -13 | 9 | -0.19 | 0.7 | -1.1
CCn1nc(C)c(NC(=O)CSc2nnc(-c3ccco3)n2C)c1C | 1 | -6 | -1.4 | -7 | 1 | 16 | -0.97 | -0.7 | -0.2
Cc1ccc(NC(=O)Cn2nc(C)cc2C)cc1 | -18 | 1 | -0.9 | 0 | -6 | -4 | 0.081 | -0.8 | -2.0
Cc1cccc(C)c1N1C(=O)CC(N(O)c2ccccc2)C1=O (stereo not drawn) | 5 | 4 | 0.0 | -1 | 12 | 11 | 1.2 | -1.0 | 1.5
Cc1cc(C)c2c(c1)-c1c(ssc1=S)C(C)(C)N2C(=O)CSc1nncn1C | -18 | -9 | 1.6 | 7 | -16 | 5 | 0.25 | -0.2 | -1.6
NC(=O)C1CCN(C(=O)C2c3ccccc3C(=O)N3CCc4ccccc4C23)CC1 (stereo not drawn) | 2 | -1 | -1.0 | 1 | 3 | 14 | 0.047 | 0.0 | -2.1
O=C(c1ccco1)N(CC1CCCO1)c1nc(-c2ccccc2)cs1 (stereo not drawn) | 9 | -4 | 0.6 | 14 | 10 | 3 | -1 | -1.7 | -1.8
CCN1CCCC1CNC(=O)CCNC(=O)c1cc(OC)c(OC)c(OC)c1 (stereo not drawn) | -12 | -2 | -0.3 | 1 | 9 | 15 | 0.0026 | -0.3 | -3.5
CCOc1ccc(NC(=O)Nc2cc(C)ccc2OC)cc1 | 14 | 13 | -0.5 | 6 | 16 | 1 | -0.095 | -1.0 | -4.4
CC(OC(=O)c1ccncc1)C(=O)Nc1cccc(Cl)c1 (stereo not drawn) | 7 | -7 | 0.1 | -4 | 10 | 22 | x | -0.7 | -2.1

Results in Jurkat viability, S1P3 agonist and HTR1E antagonist (three entries from above):
SMILES,Jurkat viability,S1P3 agonist,HTR1E antagonist
CCN1CCCC1CNC(=O)CCNC(=O)c1cc(OC)c(OC)c(OC)c1 (stereo not drawn),1,-0.3,-2
CCOc1ccc(NC(=O)Nc2cc(C)ccc2OC)cc1,6,-1.0,13
CC(OC(=O)c1ccncc1)C(=O)Nc1cccc(Cl)c1 (stereo not drawn),-4,-0.7,-7
